DAX1 inh-1 – inhibitors of human orphan nuclear receptor DAX1 (NR0B1) | AID 504766 | HEK293 Gal4-DAX1 luciferase reporter, luminescence | 340,000 compounds, 0.99% hits | inhibition, % at 6.75 µM | P51843;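 active means inhibition above the mean over all tested compounds plus 3 SD, cut at about 4.2% in these data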;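 further: 0% = DAX1-transfected cells with DMSO and 100% = empty-vector control cells with DMSO; inhibition shows as a rise in luminescence from relieved DAX1 repression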
Target sequence (P51843 207-470 limits assumed): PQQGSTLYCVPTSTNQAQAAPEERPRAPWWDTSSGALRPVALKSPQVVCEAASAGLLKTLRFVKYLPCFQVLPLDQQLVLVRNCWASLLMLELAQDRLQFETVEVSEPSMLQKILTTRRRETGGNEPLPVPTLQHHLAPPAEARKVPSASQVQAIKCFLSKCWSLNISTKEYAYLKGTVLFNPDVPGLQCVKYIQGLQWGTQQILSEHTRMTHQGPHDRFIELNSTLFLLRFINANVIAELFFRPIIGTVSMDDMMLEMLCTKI
PG9 binder – binds the HIV-1 gp120 antibody PG9 | TR-FRET gp120-PG9 antibody binding | inhibition, % at 6.7 µM | 360,000 compounds, 0.43% hits | AID 624416; in the data active means inhibition above about 8.5%
ADAM17 inh – ADAM17 inhibition, QFRET primary screen; recombinant ADAM17, EDANS/DABCYL FRET peptide cleavage; inhibition, % at 6.95 µM; 370,000 compounds, 0.83% hits; AID 720648;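 active means inhibition above the mean of compounds lying between control limits plus 3 SD, set per campaign, cut at about 8.5% in these data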;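 further: 0% = DMSO-only wells as the low control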
Target sequence (P78536 215-824 limits assumed): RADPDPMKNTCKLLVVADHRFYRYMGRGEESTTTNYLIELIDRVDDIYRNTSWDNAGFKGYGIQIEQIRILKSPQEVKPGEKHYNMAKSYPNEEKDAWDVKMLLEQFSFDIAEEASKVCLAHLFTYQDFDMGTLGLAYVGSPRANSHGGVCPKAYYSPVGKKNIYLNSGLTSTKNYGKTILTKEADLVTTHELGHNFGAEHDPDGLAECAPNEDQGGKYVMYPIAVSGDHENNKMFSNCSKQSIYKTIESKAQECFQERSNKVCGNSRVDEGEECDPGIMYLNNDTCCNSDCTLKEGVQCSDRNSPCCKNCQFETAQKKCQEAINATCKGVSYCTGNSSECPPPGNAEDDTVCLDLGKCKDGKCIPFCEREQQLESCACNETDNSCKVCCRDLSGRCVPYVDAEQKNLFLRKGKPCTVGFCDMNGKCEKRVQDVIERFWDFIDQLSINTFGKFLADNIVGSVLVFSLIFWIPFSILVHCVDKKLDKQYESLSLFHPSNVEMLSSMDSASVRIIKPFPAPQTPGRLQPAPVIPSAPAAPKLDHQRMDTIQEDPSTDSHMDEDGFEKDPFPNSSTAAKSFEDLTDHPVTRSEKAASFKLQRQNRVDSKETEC
hgDAF-12 ag – agonists of H. glycines DAF-12 nuclear receptor. HEK293 GAL4-hgDAF12 UAS-luciferase reporter, agonist luminescence; normalized to butyrate control. activation, % at 6.8 µM. 370,000 compounds, 1.8% hits. AID 687014;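 active means activation above a cutoff set at the mean of all screened compounds plus 3 SD, cut at about 10% in these data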;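 further: 0% = DMSO wells and 100% = sodium butyrate wells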
hcDAF12 agonist – activates DAF-12 receptor from parasite H. contortus; HEK293 hcDAF-12 lit1-tk-luc reporter, luminescence; 0% DMSO, 100% Δ7-dafachronic acid; activation, % at 6.8 µM; 370,000 compounds, 1.4% hits;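 active means activation above the mean of all tested compounds plus 3 SD, cut at about 5.5% in these data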;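 further: 100% = response to 3 µM Δ7-dafachronic acid high control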
ssDAF12 agonist – activates DAF-12 receptor from parasite S. stercoralis. HEK293 ssDAF-12/GRIP1 lit1-tk-luc reporter, luminescence; % of 3 µM dafachronic acid response. activation, % at 6.8 µM. 370,000 compounds, 1% hits. AID 652126;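 active means activation above the mean over all tested compounds plus 3 SD, cut at about 0.9% in these data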;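 further: 0% = DMSO-only wells and 100% = 3 µM delta7-dafachronic acid wells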
SMARCA2 act – SMARCA2 function activation, primary screen. activation, % at 9.1 µM. MG213 cells, MMTV-luciferase reporter, dexamethasone, overnight. 370,000 compounds, 1% hits; in the data active means activation above about 7.8%;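 further: 0% = vehicle wells and 100% = reference activator wells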
ADAM10 inh – inhibitors of human ADAM10; O14672; recombinant ADAM10, EDANS/DABCYL FRET peptide cleavage, 3 h; inhibition, % at 7 µM; 370,000 compounds, 0.62% hits; AID 720582;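 active means inhibition above a per-campaign cutoff equal to the mean of compounds falling between control-based bounds plus 3 SD, cut at about 20% in these data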;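 further: 0% = DMSO wells while the 100% control is not disclosed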
DAX1 inh-2 – DAX1 (NR0B1) inhibition, primary screen. 370,000 compounds, 1.1% hits. AID 652010. inhibition, % at 6.8 µM. HEK293T StAR-luciferase reporter, SF-1/DAX-1 repression relief;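 active means inhibition above the mean over all tested compounds plus 3 SD, cut at about 3.6% in these data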;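 further: 0% = DAX-1 cells with DMSO and 100% = cells lacking DAX-1 with DMSO; higher inhibition means more luminescence from relief of DAX-1 repression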
FXN GAA850 act – increases GAA850 frataxin promoter reporter activity. 360,000 compounds, 0.56% hits. AID 540364. activation, % at 6 µM. HEK293 lucGAA850 FXN promoter luciferase reporter, 24 h; percent of 10 µM SAHA response;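 active means activation above the average of all compounds screened plus 3 SD, cutoff fixed separately per campaign, cut at about 7.5% in these data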;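 further: 0% = DMSO wells and 100% = 10 µM SAHA wells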
NPR1 activator – GC-A (human) enzyme activation; activation, % at 10 µM; HEK293 GC-A cells, cGMP TR-FRET, EC30 ANP; 0% at EC30 ANP, 100% saturating ANP; P16066; AID 1671463; 370,000 compounds, 0.14% hits; in the data active means activation above about 40%
An asterisk follows results filed as active; i = inactive; nt = not tested or not shown.

SMILES	DAX1 inh-1	PG9 binder	ADAM17 inh	hgDAF-12 ag	hcDAF12 agonist	ssDAF12 agonist	SMARCA2 act	ADAM10 inh	DAX1 inh-2	FXN GAA850 act	NPR1 activator
CC1=C(C)CC(C(=O)c2ccccc2)C(C(=O)O)C1 (configuration not stated)	0.8	-0.3	-3	-1.6	-0.6	-1.6	-1	4	0.7	2.0	4
O=C(OCc1cc(=O)n2ccsc2n1)c1ccc(OC(F)F)cc1	1.0	-1.7	-2	0.7	0.9	-0.8	-2	-11	0.4	-1.1	1
O=C(COC(=O)c1ccccc1NCCO)Nc1cccc(S(=O)(=O)NC2=NCCCCC2)c1	-1.1	2.5	-470	-2.9	-0.8	-1.5	-3	i	0.3	1.1	-4
Nc1nnc(SCc2ccccc2F)s1	3.8	-1.1	-1	6.5	0.2	-0.7	0	-1	0.3	-0.6	-2
O=C(c1ccc(Br)o1)N1CCN(C/C=C/c2ccccc2)CC1	0.8	0.7	-6	0.1	-1.4	-1.1	-3	-10	-0.1	-2.5	0
Cc1cccc(N2C(=O)CC(N3CCC(c4nc5ccccc5[nH]4)CC3)C2=O)c1 (configuration not stated)	-0.5	-1.1	-1	-0.7	-1.6	-0.8	4	-1	0.4	-1.4	1
O=C(NC1CCCC1)N[C@@H]1CC[C@@H](CC(=O)N2CCOCC2)O[C@@H]1CO	nt	-0.3	-1	-0.5	-1.2	-0.8	-5	-1	0.2	nt	4
Cc1cc(-c2onc(C)c2C(=O)Oc2ccc(Cl)cc2)no1	2.2	-0.7	1	0.1	0.0	-1.9	1	8	0.1	0.1	4
O=C(N/N=C/c1ccco1)c1cc(C2CC2)nc2ccccc12	nt	1.0	-1	1.5	0.7	0.0	-2	-11	0.6	nt	2
C[C@H](CO)N1C[C@H](C)[C@@H](CN(C)S(=O)(=O)c2ccc(F)cc2)Oc2ccc(NC(=O)NC3CCCCC3)cc2C1=O	-0.4	-1.5	7	4.5	-1.8	-0.9	-4	10	1.2	-0.8	2
COc1ccc(CC(=O)NCc2cn3ccsc3n2)cc1	3.3	0.0	0	-1.1	-0.6	-0.7	3	-3	0.0	-2.1	-1
Cc1[nH]c(SCC(=O)Nc2cc(C(N)=O)cc(C(N)=O)c2)nc1Cc1ccccc1	1.3	-1.1	-9	-0.7	-0.1	-1.2	-1	-20	0.5	1.6	0
O=C1c2ccccc2C(=O)N1Cc1cc(-c2ccc(Cl)cc2)no1	0.2	-2.5	3	-0.1	-2.1	-0.7	3	7	0.5	2.1	10
Cc1ccc(Sc2c(C=O)c3ccccc3n2C)cc1	-0.3	2.8	7	5.0	2.0	-1.5	-3	9	-1.0	-7.7	8
CCn1ncc(Br)c1C(=O)Nc1cc([N+](=O)[O-])ccc1C	0.6	-2.1	0	-1.8	-0.1	-1.7	-3	-10	-0.6	0.8	2
Cc1noc(C)c1COc1ccc(C(=O)N2CCN(c3ccccc3F)CC2)cc1	0.4	0.6	-1	-2.1	-1.8	-0.9	-1	-6	1.8	-0.2	1
CCCSc1ncc(Cl)c(C(=O)Nc2ccc(S(=O)(=O)Nc3ncccn3)cc2)n1	-0.1	-2.5	-1	0.3	-1.3	-0.1	-4	-5	1.9	-0.8	-3
CC(C)(CO)NCC(O)COc1ccc2c(c1)CCC2 (configuration not stated)	0.0	-2.4	-1	2.7	1.5	-0.6	0	-4	0.9	-0.4	1
COc1ccc(OC)c(NC(=O)C2CCCC2)c1	0.9	0.5	-1	2.5	-1.4	-1.2	0	-1	-0.3	2.5	-2
CSc1nc(N(C)C)nc(N2CC(=O)N(CCNS(=O)(=O)c3ccc(C)cc3)C2=N)n1	-1.1	-1.9	5	0.8	-2.1	-1.1	1	0	0.2	0.5	0
CC(C)S(=O)(=O)N1CCCC(C(=O)c2cccc(Cl)c2)C1 (configuration not stated)	-0.5	1.2	-2	-0.1	-1.8	-1.6	-4	-4	-0.8	0.9	3
O=C(Oc1cccc([N+](=O)[O-])c1)c1cc(-c2ccccc2)nc2ccccc12	0.2	-1.7	-4	-1.7	-0.6	-0.4	-3	-8	0.2	-1.9	-2
CCc1cc(C(=O)N2CCN(c3ncccn3)CC2)sc1C	-0.9	0.5	-2	-0.2	-1.4	-1.6	-2	-7	-1.4	-2.8	0
O=C(CCN1C(=O)C2CCCCC2C1=O)Nc1ccc(Br)cc1F (configuration not stated)	1.5	2.0	0	0.4	-2.5	-0.7	1	-1	0.7	-2.9	1
O=C(Nc1ccc(-c2nc3ccccc3s2)c(OC(=O)c2ccccc2)c1)c1ccccc1	1.3	-0.9	-3	4.7	0.0	-0.9	-2	-10	1.2	3.1	-4

Carrying on.
SMILES	DAX1 inh-1	PG9 binder	ADAM17 inh	hgDAF-12 ag	hcDAF12 agonist	ssDAF12 agonist	SMARCA2 act	ADAM10 inh	DAX1 inh-2	FXN GAA850 act	NPR1 activator
O=C(CN1C(=O)C2CC=CCC2C1=O)OCc1cc(=O)n2cc(Br)ccc2n1 (configuration not stated)	-0.8	2.1	-9	0.8	0.0	-1.1	0	-15	-0.1	-0.5	1
C[C@]12CC[C@@H]3c4ccc(O[C@@H]5O[C@H](C(=O)O)[C@@H](O)[C@H](O)[C@H]5O)cc4CC[C@H]3[C@@H]1C[C@@H](O)[C@@H]2O	-0.2	1.0	-5	3.6	-0.8	-0.9	0	-10	-0.2	0.7	-1
Cc1nn(Cc2cccc(C(=O)Nc3ccn(Cc4ccccc4F)n3)c2)c(C)c1[N+](=O)[O-]	1.5	-0.5	2	2.0	-0.1	-1.1	0	10	-0.9	2.0	-1
Cc1c(NC(=O)COC(=O)c2ncc(Cl)c(Cl)c2Cl)c(=O)n(-c2ccccc2)n1C	0.7	0.5	-3	0.8	-0.7	-0.9	-2	-10	0.1	-1.3	-2
COc1ccc(/C=N/n2cnc3c([nH]c4ccc(F)cc43)c2=O)cc1CN1CCCC1	1.1	-0.6	-10	-0.2	-1.3	-0.9	4	-16	-0.1	-9.7	7
C=CCNC(=O)c1ccc(CN(c2ccc(OCC)cc2)S(=O)(=O)c2ccc(C)cc2)cc1	-0.3	-0.9	-1	2.8	-2.1	-0.9	0	-3	-0.7	0.1	-3
O=c1[nH]c(=S)[nH]cc1Oc1ccccc1	-0.1	2.1	-2	-0.8	-0.8	-0.9	-1	-16	-0.2	0.6	-5
CCN(CC)S(=O)(=O)c1ccc2c(c1)nc(SC(C)C(=O)NCC1CCCO1)n2CC (configuration not stated)	0.8	-2.1	-1	-0.9	-1.1	-1.2	-2	-11	1.0	0.9	-3
O=C(NC1CCCC1)C(c1cccnc1)N(Cc1ccccc1)C(=O)c1csnn1 (configuration not stated)	1.9	0.5	-1	1.9	1.2	-1.2	0	-4	-0.3	-1.4	-1
O=c1c2ccccc2nc2n1-c1ccccc1CCC2	-1.4	1.3	-6	-1.3	-0.6	-1.2	-3	-4	-0.7	-0.7	1
CCc1ccc(C(=O)Nc2cc3c(cc2Cl)OCCCO3)cc1	3.6	-0.2	-4	14*	3.4	0.7	7	3	2.5	6.0	1
O=C(Nc1cccc(S(=O)(=O)N2CCCCC2)c1)C1CCCC1	-0.1	0.1	-2	0.2	-0.8	-1.2	-3	-7	-2.4	-0.3	2
CCc1ccc(N=c2c([N+](=O)[O-])nn(-c3ccc4c(c3)OCCO4)n2O)cc1	0.3	-0.2	-3	-2.0	-1.2	-2.5	0	4	-0.7	-0.6	2
COc1ccccc1N1C(=O)c2cccc3cccc(c23)C1=O	0.0	-1.9	-4	-0.8	-2.6	-1.9	0	1	-0.6	1.9	-1
CCOC(=O)c1cc(CC)sc1NC(=O)COC(=O)c1cc[n+]([O-])cc1	1.9	-1.2	0	-0.7	0.1	-0.7	-3	-2	-1.0	5.0	0
COc1cc([N+](=O)[O-])ccc1NC(=O)CSc1nccn1C	0.4	-2.8	0	1.4	-1.5	-1.6	-2	7	-0.2	2.1	-6
COC(=O)c1ccccc1NC(=S)NC(=O)c1ccccc1	0.5	-0.2	-3	2.6	-1.6	-0.9	2	-14	1.9	2.2	-1
O=C(COc1ccc(F)cc1Br)NCC1COc2ccccc2O1 (configuration not stated)	0.2	1.8	-2	-2.8	0.3	-1.6	-3	-2	-1.4	1.6	0
C/C(=N/NS(=O)(=O)c1ccc(C)c(C)c1)c1ccncc1	0.7	-0.5	-5	0.4	-1.9	-1.2	-2	-2	-1.6	-0.6	4
O=C(Nc1cc(Cl)ccc1-n1cncn1)c1ccc([N+](=O)[O-])o1	-1.4	0.8	-4	-2.6	2.3	-0.7	4	-15	-6.6	-0.5	1
Cc1nccc(-c2cccc(NC(=O)Nc3ccc(Cl)cc3)c2)n1	1.2	0.3	-3	0.7	-1.2	-1.8	-2	-3	0.0	0.9	-3
CCn1cc(S(=O)(=O)CC(=O)Nc2ccc(C)cc2)c2ccccc21	0.3	0.6	-2	-0.7	-1.5	-1.2	1	6	-0.2	1.3	0
COc1ccccc1CC1(C)NC(=O)N(CC(=O)N2CCc3ccccc3C2)C1=O (configuration not stated)	0.8	-1.6	0	-1.6	1.3	-1.2	4	8	-0.3	0.8	0
O=C1N=C(N2CCN(c3cccc4ccccc34)CC2)S/C1=C/c1cccs1	0.2	-1.1	1	0.0	0.1	-1.0	1	4	0.0	4.3	-5
CC(C)c1ccc(S(=O)(=O)NCCCN2CCOCC2)cc1	-0.3	-1.1	0	0.2	-0.8	-1.6	-5	-19	1.9	0.1	3

Following part.
SMILES	DAX1 inh-1	PG9 binder	ADAM17 inh	hgDAF-12 ag	hcDAF12 agonist	ssDAF12 agonist	SMARCA2 act	ADAM10 inh	DAX1 inh-2	FXN GAA850 act	NPR1 activator
Cc1ccc(Cl)cc1N1CCN(CC(=O)Nc2ccc(CN3CCCCC3)cc2)CC1	-0.4	1.6	7	-0.7	3.6	-1.6	-2	14	-0.1	0.6	-2
Cc1cccc(CNC(=O)c2ccc3nc(Cc4ccccc4F)oc3c2)n1	1.7	0.5	1	11*	1.9	-0.2	4	-8	3.7*	2.7	4
C=CC(=O)NC(C)(C)CCN1CCOCC1	-0.1	2.4	-1	-1.2	-1.0	-1.9	-1	-1	0.6	0.7	1
Cc1ccccc1-c1cc2nc(NCc3ccccc3F)n(C)c(=O)c2s1	nt	0.0	-4	3.3	-0.6	-0.7	0	-7	0.0	0.9	-4
CCOC(=O)CCNCC1COc2ccccc2O1 (configuration not stated)	-0.3	-1.7	-1	-0.7	-2.9	-1.0	0	-1	0.3	-0.9	2
CC(CCc1ccccc1)NC(=O)c1ccc(Br)o1 (configuration not stated)	-0.5	-0.9	-5	1.2	-1.1	-1.1	0	7	-0.6	1.1	1
COc1ccccc1C(=O)Nc1ccccc1SC(=O)c1ccccc1OC	4.3*	0.4	2	-1.7	4.2	-0.2	-2	5	-0.3	-3.0	1
COc1ccc(NC(C)=O)cc1NC(=O)c1ccc2ccccc2c1	-1.6	-1.5	3	-0.9	0.2	-1.5	-5	3	-0.2	-0.8	0

Screening results: PubChem, several laboratories
